Assay outcomes deposited in PubChem by Fisher Drug Discovery Resource Center.
NPYLR7 agonist: mosquito NPYLR7 agonism; HEK293T NPYLR7/Galpha15, GCaMP6s calcium fluorescence; activation, % at 10 µM; actives 0.15% (n = 270,000); in the data active = activation above about 40%;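 note: 0% = vehicle and 100% = reference agonist at the receptor; some compounds past the cut are filed as inactive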
hcGAS inh: inhibitors of human cGAS | Q8N884 | recombinant h-cGAS, ATP depletion, Kinase-Glo luminescence | inhibition, % at 12.5 µM | actives 0.081% (n = 290,000);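 note: 0% = vehicle reaction and 100% = reaction without DNA for no activity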
Target sequence (Q8N884 whole entry, looked up): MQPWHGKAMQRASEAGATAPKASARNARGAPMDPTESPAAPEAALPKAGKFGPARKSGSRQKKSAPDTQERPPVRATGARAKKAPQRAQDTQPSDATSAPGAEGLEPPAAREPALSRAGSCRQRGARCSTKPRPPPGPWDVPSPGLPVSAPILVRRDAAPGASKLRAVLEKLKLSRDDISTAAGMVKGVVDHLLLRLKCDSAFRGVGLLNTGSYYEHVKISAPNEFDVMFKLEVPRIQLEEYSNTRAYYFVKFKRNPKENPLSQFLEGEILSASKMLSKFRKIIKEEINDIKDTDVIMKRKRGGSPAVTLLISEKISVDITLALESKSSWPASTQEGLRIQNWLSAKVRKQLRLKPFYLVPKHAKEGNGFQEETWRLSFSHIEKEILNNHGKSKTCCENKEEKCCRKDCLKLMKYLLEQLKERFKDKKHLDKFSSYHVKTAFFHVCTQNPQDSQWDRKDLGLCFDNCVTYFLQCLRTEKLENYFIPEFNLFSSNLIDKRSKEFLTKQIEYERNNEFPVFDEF
mcGAS inh: inhibitors of mouse cGAS; recombinant cGAS, Kinase-Glo ATP depletion luminescence; actives 0.15% (n = 160,000); inhibition, % at 12.5 µM;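 note: 0% = negative control wells and 100% = reference inhibitor with no enzyme activity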
* hit, by the source's call; · = not tested or not shown. Cut-off read from the data, not from the text of the source, unless noted: active = inhibition above about 40%; inactive = the rest.

Screens in order – NPYLR7 agonist	hcGAS inh	mcGAS inh
COc1ccccc1CNc1ccc2nnc(CCNC(=O)c3ccccc3)n2n1
→ -2	-4	-7
COc1ccc(OC)c(-c2c3c([nH]c(=S)c2C#N)CCCC3)c1
→ 8	-4	·
COc1ccc(CN2CCN(C)CC2)c(OCC(O)CN2CCCCCCC2)c1 (stereo not given)
→ 11	-6	·
Cn1c(-c2c(-c3ccccc3)ncn2C[C@@H]2CCCO2)nc2ccccc21
→ 0	-5	-14
Fc1cc(Br)ccc1OCc1cn2ccccc2n1
→ 1	-5	-16
CN(C)c1ccc(CNC(=O)N2CCCC2c2ccccc2Cl)cc1F (stereo not given)
→ 6	-10	·
O=C(NN=Cc1ccccc1O)c1cc(Br)ccc1O
→ 0	-5	·
O=C(NC1CCCC1)C1CCCN(S(=O)(=O)N2CCCCCC2)C1 (stereo not given)
→ 5	-7	·
COc1ccc2c(c1)CCc1c(-c3ccc(C(=O)NCC4CCCO4)cc3)n[nH]c1-2 (stereo not given)
→ 15	5	3
CCN(CC)C(=O)Cn1cc(C(=O)NCc2ccccc2-c2ccccc2)nn1
→ 3	-9	·
CN(C)C(=O)Nc1cn(C)c2ccccc12
→ 4	-7	-10
O=C(c1cccc(C(F)(F)F)c1)C1CCCN(C(=O)c2cc(-c3ccccc3)no2)C1 (stereo not given)
→ 1	-11	-10
CCC(CC)NC(=O)COc1ccc(Cl)c2c1C(=O)CC2C (stereo not given)
→ 4	-5	·
Cc1noc(C)c1C(=O)NCCc1ccc(F)cc1
→ 1	-9	·
O=C(Cn1c2ccccc2c(=O)c2ccccc21)Nc1ccc(Oc2ccc(Cl)cc2)cc1
→ -2	-5	·
CCOC(=O)c1cc(-c2ccc(N3CCN(C(=O)CC4CCCC4)CC3)cc2)n(-c2ccc(F)cc2)n1
→ -5	2	0
Cc1ccc2[nH]c(CN3CCCC3c3ccccn3)nc2c1C (stereo not given)
→ 19	-2	-10
CC(C)COCC(NC(=O)c1ccn[nH]1)c1ccco1 (stereo not given)
→ 5	-18	·
Cc1ccc(Cl)cc1NC(=O)CN1CCN(S(=O)(=O)Cc2ccccc2)CC1
→ 6	-1	·
CCOC(=O)C1CCN(C(c2cccs2)C2Sc3ncnn3C2=O)CC1 (stereo not given)
→ 6	-4	-6
CC(C)COc1nc(-c2ccc(C(F)(F)F)cc2)n(-c2ccc(NC(=O)CCCCl)cc2)n1
→ 6	-2	-5
CCCCOc1ccc(C(=O)Nc2ccc(C3SCC(=O)N3c3cccc(F)c3C)cc2)cc1 (stereo not given)
→ 6	-9	-5
Cc1cccc(-c2cnc(C(O)c3ccc4ccccc4c3)[nH]2)c1 (stereo not given)
→ 1	-7	·
CCCN1CCC(NCC(c2sccc2C)N(C)C)CC1 (stereo not given)
→ 33	-10	-11
CC1CCCN(CCNc2nccc(C3CCCC3)n2)C1 (stereo not given)
→ 2	2	·
CN(Cc1nc2ccc(F)cc2[nH]1)C(=O)C1CC(=O)Nc2ccc(F)cc21 (stereo not given)
→ 1	0	·
O=C(O)C1CC(=O)N(C2C3CC4CC(C3)CC2C4)C1 (stereo not given)
→ -1	-9	·
Cc1ccccc1Cn1c(C)c(N2CCOCC2)c(C)c1C(=O)N1CCCC1
→ ·	1	-5
CNC(=S)NNc1nc(Nc2ccccc2)nc(N2CCOCC2)n1
→ -6	-4	-7
CS(=O)(=O)N1CCCC(CNS(=O)(=O)NCc2ccccc2)C1 (stereo not given)
→ 9	-2	·

Part of the list above in order of formula weight, highest first:
Screens in order – NPYLR7 agonist	hcGAS inh	mcGAS inh
O=C(Cn1c2ccccc2c(=O)c2ccccc21)Nc1ccc(Oc2ccc(Cl)cc2)cc1
→ -2	-5	·
COc1ccc2c(c1)CCc1c(-c3ccc(C(=O)NCC4CCCO4)cc3)n[nH]c1-2 (stereo not given)
→ 15	5	3
Cc1cccc(-c2cnc(C(O)c3ccc4ccccc4c3)[nH]2)c1 (stereo not given)
→ 1	-7	·

(cont.)
Screens in order – NPYLR7 agonist	hcGAS inh	mcGAS inh
O=C(O)c1cncc(-c2cc3ccccc3s2)c1
→ 18	3	·
CCc1nc(C)c(C(=O)N2CCCC(c3[nH]ncc3-c3ccc(C)cc3)C2)o1 (stereo not given)
→ 5	-4	·
CCOC(=O)c1cc(-c2ccc(N3CCN(C(=O)c4cc(C)oc4C)CC3)cc2)n(-c2ccccn2)n1
→ 16	-5	-5
COc1cc(C(=O)N2CCC3(CC2)c2ccccc2[C@@H](N)[C@@H]3O)ccn1
→ 7	-5	·
NC(=O)NNC(=O)c1cc2c(s1)CCCC2
→ 3	-3	·
NC(=O)c1ccc(C(F)(F)F)nc1N1C[C@H]2C[C@H](O)[C@@H](O)C[C@H]2C1
→ 16	-8	·
N#CC1C(=N)OC2=C(CN(Cc3ccccc3)C/C2=C\c2cccs2)C1c1cccs1 (stereo not given)
→ 0	-5	·
O=C1CC2CS(=O)(=O)CC2N1C1CCCCC1 (stereo not given)
→ 2	-8	·
O=c1c(Oc2ccccc2F)coc2cc(O)ccc12
→ -2	-5	·
CC1(C)OC2OC3C(O)COC3C2O1 (stereo not given)
→ 3	-4	·
CC(C)(C)c1ccc(-c2ccnc3nc(N4CCN(C(=O)CCc5ccccc5)CC4)nn23)cc1
→ 19	-1	-5
Cc1ccc(N(C(=O)c2ccc(S(=O)(=O)N(C)C)cc2)C(=O)N2CCCCC2)cc1
→ 24	1	·
COC(=O)c1cn(C(C)C)cc(C(=O)N2CCOC(C(F)(F)F)C2)c1=O (stereo not given)
→ -2	-10	-12
COc1ccc(-c2c(C#N)c(N)nc(OC)c2C#N)cc1OC
→ 2	-3	-8
CC(C)(C)c1ccc(S(=O)(=O)Nc2c(F)cccc2F)cc1
→ 2	1	·
Cc1ccccc1C1CCCN(C(=O)CCC2(Cc3ccc(F)cc3)CCC(=O)N2)C1 (stereo not given)
→ -4	1	-3
COc1cccc(C2Oc3ccccc3C3CC(c4ccc5c(c4)OCCO5)=NN32)c1 (stereo not given)
→ 5	-9	-4
O=C(Cc1cccs1)NCCn1ncc2c(N3CCCC3)ncnc21
→ 0	-9	-8
Cc1ccccc1N1CCN(C2CCCN(C(=O)CC3CCCC3)C2)CC1 (stereo not given)
→ -8	-4	-4
COC(=O)c1ccc(NS(=O)(=O)c2ccc(F)c(F)c2)cc1
→ 1	3	·
CCS(=O)(=O)N1C[C@@H](COC)[C@H](c2nc(C3CC3)no2)C1
→ ·	-12	-5
CNC(=O)C(C1CCCC1)N1CCN(C(=O)Nc2cccc(F)c2)CC1 (stereo not given)
→ -4	0	-4
O=C(O)CSc1nnnn1C1CCCCC1
→ 8	-8	·
COc1ccc(C(C)(O)c2nc(-c3cnc4ccccc4c3)cs2)cc1 (stereo not given)
→ 8	-6	·
C=CCNc1ccccc1C(=O)N(C)Cc1ccc(CC)cn1
→ 4	2	·
COC(=O)c1ccc(COc2ccc(N3CCCC3=O)cc2)o1
→ 14	-3	·
c1ccc(COC2CCCN(Cc3nc(-c4cnccn4)no3)C2)cc1 (stereo not given)
→ 9	-12	-14
CCn1cc(C(CC(=O)NCCc2ccc(Cl)cc2Cl)c2cccc(Cl)c2)c2ccccc21 (stereo not given)
→ 19	-4	-7
Cc1cc(NC(=O)CSC2=NS(=O)(=O)c3ccccc3N2)n[nH]1
→ -2	-5	-8
N#CC(=Cc1ccc(O)cc1)c1nc(C2CC2)cs1
→ 0	-5	-5

Whole records from above:
Entry for `COc1ccc(C(C)(O)c2nc(-c3cnc4ccccc4c3)cs2)cc1` (stereo not given) : NPYLR7 agonist: 8; hcGAS inh: -6; mcGAS inh: ·
Entry for `COC(=O)c1ccc(COc2ccc(N3CCCC3=O)cc2)o1` : NPYLR7 agonist: 14; hcGAS inh: -3; mcGAS inh: ·

Following part.
Screens in order – NPYLR7 agonist	hcGAS inh	mcGAS inh
CCOC(=O)C1=C(C)N=c2s/c(=C\c3c4ccccc4cc4ccccc34)c(=O)n2C1c1ccc(Cl)cc1 (stereo not given)
→ 2	0	-2
CN(c1ccccc1)c1ccccc1C(=O)Nc1ccccc1O
→ 2	-6	-17
COc1cccc(-n2cc(Cn3cc(-c4cccc(O)c4)nn3)cn2)c1
→ 1	-4	-5
CCCSc1ncccc1C(=O)NCCC(c1ccccc1)c1ccccc1
→ -6	-11	-2
CC(C)(C)NC(=O)[C@H]1CCC2C3CCC4NC(=O)C=C[C@]4(C)C3CC[C@@]21C (stereo not given in full)
→ -8	-3	·
Cc1ccc(N(CCC#N)C(=O)CN2CCCc3ccccc32)cc1C
→ 22	-6	-17
COCCCN(CC(=O)N(CCc1c[nH]c2ccccc12)Cc1ccc(Cl)c(Cl)c1)C(=O)c1cccc([N+](=O)[O-])c1
→ 22	-1	-5
COc1ccc(-c2csc(N3CCN(S(=O)(=O)c4ccc(N5CCCC5=O)cc4)CC3)n2)cc1
→ 3	0	·
C=C(C)C(O)(C(=C)C)c1ccc(CN(CCOC)Cc2cccc(OC)c2)o1
→ -4	0	-4
COCCCNC(=O)c1nn(-c2cccc(Cl)c2)c(=O)n(Cc2cccc(C)c2)c1=O
→ -3	-3	-5
COc1ccccc1N(C)C(=O)CCn1cccc1
→ -3	-15	·
O=C(CCc1nnc2n(Cc3ccccc3)c(=O)c3ccccc3n12)NC1CC1
→ 1	-5	-8
Cc1ccccc1-n1[nH]c(C(C)C)c(-c2ccc(NC(=O)C3CC3)cc2)c1=O
→ 13	-4	-4
COCCn1c(=NC(=O)c2coc3ccccc3c2=O)sc2ccccc21
→ 3	-10	·
COc1ccc(C(=O)N2C[C@H](O)[C@@H](N(C)Cc3cnccn3)C2)cc1
→ 6	-4	·
Cc1cc(C(=O)N2CCCC(c3ccn[nH]3)C2)n[nH]1 (stereo not given)
→ 2	0	·
Cc1ccc2nc(-c3ccc([N+](=O)[O-])cc3)nc(-c3ccccc3)c2c1
→ -3	-1	-7
CCOc1ccc(NC(=O)c2c([N+](=O)[O-])cnn2C)cc1
→ -5	-3	-4
Brc1cccc(-c2nc(NC3CC3)c3ccccc3n2)c1
→ 5	-7	-6
Cc1ccc(N2CCCn3c2nc2c3c(=O)[nH]c(=O)n2C)c(C)c1
→ -6	-6	·
Cc1ccc(NC(=O)NCC2CCCN(Cc3nccn3C)C2)cc1 (stereo not given)
→ 2	-3	·
CCN(CC(=O)Nc1c(C)nn(CC)c1C)Cc1noc(C)n1
→ 1	-7	-11
CCCCCCC(=O)N1CCSC1c1ccc2c(c1)OCCO2 (stereo not given)
→ -5	-10	-5
O=C(N=Nc1c(O)[nH]c2ccccc12)c1ccc(-c2ncc(-c3ccccc3)o2)cc1
→ -18	0	-2
CC(C)CCN(Cc1cccn1Cc1ccccc1F)CC(C)O (stereo not given)
→ -17	-3	-3
NC(=S)NC1CCCCC1
→ 7	-3	-5
CC(=O)N(C)CC1=CCCN(Cc2cc(F)c(F)cc2F)C1
→ 5	-3	·
Cc1nc(N2CCC(C(=O)N(C)Cc3ccsc3)CC2)nc2ccccc12
→ 3	-7	-11
COc1cc(OC)cc(-c2nnc(SCc3ccccc3C(F)(F)F)n2-c2ccccc2C)c1
→ ·	-4	-8
Cc1cc(Oc2cccc(C(C)C)c2)nc(SCc2ccccc2Cl)n1
→ 9	-4	-5
CCc1nc2n(n1)C(=O)C(C(c1ccccc1Cl)N1CCC3(CC1)OCCO3)S2 (stereo not given)
→ -3	-8	-7
CC(C)NC(=O)CSc1nnc2n1CCN2c1ccccc1
→ -2	-6	-10
C=CCCOC(=O)N1CC(=O)N(Cc2ccccc2OC)CC(OC)C1 (stereo not given)
→ 0	-2	-8
N#Cc1c(C(=O)O)cc(C2CC2)[nH]c1=S
→ -1	-5	·
Cc1cc(C)n(-c2ccc(N3CCN(C(=O)c4ccccc4F)CC3)nn2)n1
→ -5	-2	-5
COC(=O)CSc1nc(C)c2c(n1)CCCC2
→ 11	7	·
COc1ccccc1Oc1cc(N2CCN(C(=O)Cc3ccccc3)C(C)C2)ncn1 (stereo not given)
→ -8	-4	-4
C=CCN(Cc1ccccn1)C(=O)c1cccnc1
→ 4	-8	-10
CCc1ccccc1CN1CCCn2cccc2C1c1ccc([N+](=O)[O-])cc1 (stereo not given)
→ -1	-1	·
O=C(c1cn2ccsc2n1)N1C[C@H](O)[C@@H](N2CCOCC2)C1
→ 1	-2	·
CN(CC(=O)Nc1nc(-c2ccc3c(c2)CCCC3)cs1)S(C)(=O)=O
→ 3	-7	·
CCCCN(CCC(=O)N1CCCC(C(=O)OCC)C1)c1nc(Cc2cccc(OC)c2)ns1 (stereo not given)
→ 0	5	-6
CCc1cnc2c(c1SCC(=O)NC(C)C)c(=O)n(C)c(=O)n2C
→ 4	-11	-9
CCCSc1ncnc2c1sc1nc3c(cc12)COC(C)(C)C3
→ 8	-8	-3
Cc1ccc(COC2CCCN(C(=O)C3CC3)C2)cc1 (stereo not given)
→ 8	-2	-2
O=c1c2cnc3nc(-c4ccccc4)nn3c2ccn1CCc1c[nH]c2ccccc12
→ 5	-7	·
Cc1ccccc1/C=C/c1nc(=S)n(CN2CCOCC2)[nH]1
→ 0	-5	·
CCOC(=O)c1ccc(Nc2nc(-c3cc4cccc(OCC)c4oc3=O)cs2)cc1
→ -5	-5	-6
CNc1snc(C)c1C(=O)N1CCC(COc2ccccc2)CC1
→ -25	7	·
C=CCNc1ccccc1C(=O)N1CCOCC1CC(=O)O (stereo not given)
→ 9	-5	-21
O=C(Cn1nc(-c2cccs2)c2sc(N3CCCC3)nc2c1=O)Nc1cccc(F)c1
→ -4	4	4
COCCN(CCC(=O)N1CCCC1)c1nc(C2CC2)nc2ccccc12
→ ·	-6	-4

Retrieved by structure from the entries so far:
Screens in order – NPYLR7 agonist	hcGAS inh	mcGAS inh
CC(C)(C)c1ccc(-c2ccnc3nc(N4CCN(C(=O)CCc5ccccc5)CC4)nn23)cc1
→ 19	-1	-5
Cc1noc(C)c1C(=O)NCCc1ccc(F)cc1
→ 1	-9	·
